High-throughput results as filed in PubChem BioAssay.
RGS4-Gao reg: modulates binding of RGS4 to human Galphao; 220,000 tested, 0.33% active; Multiplexed bead flow cytometry; actives lie on both sides; binding response (% of control), % at 10 µM; in the data active means binding response below about 49% or above about 150%; inactive means in between;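 further: fluorescent Galphao activated with aluminum fluoride binding bead-coupled RGS4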
ABCB1 block: blocks JC-1 efflux by human ABCB1 transporter; inhibition, % at 6.6 µM; 190,000 tested, 0.067% active; CCRF-Adr cells, flow cytometry; in the data active means inhibition above about 40%;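 further: 0% = vehicle and 100% = reference inhibitor; higher value means more JC-1 retained so stronger ABCB1 efflux block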
Target sequence (P08183 whole entry, looked up): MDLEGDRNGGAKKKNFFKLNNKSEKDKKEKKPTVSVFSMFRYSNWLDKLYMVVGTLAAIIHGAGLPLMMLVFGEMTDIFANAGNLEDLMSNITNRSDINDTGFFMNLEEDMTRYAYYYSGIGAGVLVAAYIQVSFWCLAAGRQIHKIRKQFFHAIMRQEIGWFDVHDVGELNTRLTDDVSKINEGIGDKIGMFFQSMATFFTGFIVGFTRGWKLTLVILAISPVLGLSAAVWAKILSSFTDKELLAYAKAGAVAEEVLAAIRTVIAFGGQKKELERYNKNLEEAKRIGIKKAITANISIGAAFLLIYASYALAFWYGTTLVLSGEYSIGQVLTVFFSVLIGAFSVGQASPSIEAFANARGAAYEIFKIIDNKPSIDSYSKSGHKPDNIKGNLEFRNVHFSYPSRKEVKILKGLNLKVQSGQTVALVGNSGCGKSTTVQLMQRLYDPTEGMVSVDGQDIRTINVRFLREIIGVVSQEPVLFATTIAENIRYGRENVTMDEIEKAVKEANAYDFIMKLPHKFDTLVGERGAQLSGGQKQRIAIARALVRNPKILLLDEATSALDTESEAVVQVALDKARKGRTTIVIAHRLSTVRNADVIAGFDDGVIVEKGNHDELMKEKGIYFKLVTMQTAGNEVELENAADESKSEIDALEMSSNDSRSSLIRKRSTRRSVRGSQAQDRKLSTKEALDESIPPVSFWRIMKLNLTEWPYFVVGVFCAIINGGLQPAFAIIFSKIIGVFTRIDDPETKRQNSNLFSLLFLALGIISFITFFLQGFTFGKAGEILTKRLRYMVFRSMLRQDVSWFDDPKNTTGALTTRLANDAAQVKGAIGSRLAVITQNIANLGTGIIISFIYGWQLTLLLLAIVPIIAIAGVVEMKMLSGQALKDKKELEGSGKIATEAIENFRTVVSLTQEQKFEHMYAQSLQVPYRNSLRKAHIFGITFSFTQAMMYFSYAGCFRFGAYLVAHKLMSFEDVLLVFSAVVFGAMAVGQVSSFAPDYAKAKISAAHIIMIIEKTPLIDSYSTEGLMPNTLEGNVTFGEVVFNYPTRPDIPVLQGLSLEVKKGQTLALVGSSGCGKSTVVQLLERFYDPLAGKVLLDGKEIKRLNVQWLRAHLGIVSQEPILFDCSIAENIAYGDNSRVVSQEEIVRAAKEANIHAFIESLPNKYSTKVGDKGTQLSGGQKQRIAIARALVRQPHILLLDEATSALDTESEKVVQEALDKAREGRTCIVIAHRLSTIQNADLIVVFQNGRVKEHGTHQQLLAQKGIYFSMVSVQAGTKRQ
GSH fluor: GSH bead compound fluorescence profile. GSH beads flow cytometry, compound fluorescence 488/530 nm; stronger effect = higher value. fluorescence (KMESF) at 10 µM. 190,000 tested, 0.25% active. AID 1776; in the data active means fluorescence above about 89;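 further: glutathione beads carrying GST-tagged Bcl family fusion proteins plus one bare bead set; values are compound well signal with DMSO vehicle wells as background; inactives centre near 16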
RGS7-Gao: modulates binding of RGS7 to human Galphao; P09471; Multiplexed bead flow cytometry; actives lie on both sides; binding response (% of control), % at 10 µM; 220,000 tested, 0.35% active; AID 1439; in the data active means binding response below about 49% or above about 150%; inconclusive means no clear call, values can overlap the other calls; inactive means in between;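 further: fluorescent Galphao held in activated GDP-AlF4 state binding bead-coupled RGS7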
Avidin fluor: avidin bead compound fluorescence profile; Avidin beads, compound fluorescence 488/530 nm, flow cytometry; stronger effect = higher value; 220,000 tested, 0.38% active; fluorescence (KMESF) at 10 µM; in the data active means fluorescence above about 47; further: inactives centre near 10
Mcl1 Noxa PPI: disrupts binding of human Mcl-1 to Noxa peptide; Q07820; TR-FRET Mcl-1/Noxa peptide binding, 2 h; inhibition, % at 21.7 µM; 220,000 tested, 1.5% active; AID 1022;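 active means compounds that cut the protein-peptide binding signal by more than 50% relative to plate controls in a single-dose test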;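 further: His-tagged Mcl-1 with rhodamine Noxa BH3 peptide and terbium anti-His antibody; 0% = Mcl-1 plus Noxa peptide wells and 100% = peptide-only wells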
Bim-Mcl-1: inhibitors of Bim-Mcl-1 interaction, human; inhibition, % at 10 µM; AID 1009; Q07820; 190,000 tested, 0.1% active; Bead-based flow cytometry, Bim peptide-Mcl-1 binding; in the data active means inhibition above about 40%;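 further: 0% = no compound tracer wells and 100% = peptide blocker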
Pf gamet viab: P. falciparum stage V gametocyte viability inhibition. P. falciparum stage V gametocytes, ATP luminescence, 24 h. inhibition, % at 10.9 µM. 150,000 tested, 0.065% active. AID 743093;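 active means inhibition above the mean plus 3 SD of compounds within the control limits, set per campaign, cut at about 38% in these data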;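 further: 0% = DMSO wells and 100% = medium only without gametocytes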
RGS8-Gao: modulates binding of RGS8 to human Galphao; P09471; multiplexed bead flow cytometry; actives lie on both sides; response (percent of control binding), % at 10 µM; 220,000 tested, 0.34% active; in the data active means response below about 60% or above about 140%; inactive means in between;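 further: Galphao activated as the GDP aluminium fluoride complex binding bead-coupled RGS8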
ABCG2 inh: blocks JC-1 efflux by human ABCG2 transporter; Q9UNQ0; IgMXP3 cells, flow cytometry; inhibition, % at 6.6 µM; 190,000 tested, 0.1% active;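 active means inhibition above 80%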;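 further: 0% = DMSO and 100% = nicardipine control wells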
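Test system: IgMXP3 cells (ABCG2) mixed with DDAO far-red-labelled CCRF-Adr cells (ABCB1). Reagent: JC-1 transporter substrate. Compound dosing: single test compound dose, 6.6 µM final. Times: 10 min compound exposure, 25 °C. Detection: flow cytometry of retained JC-1 fluorescence. Read-out basis: efflux inhibition in percent versus controls. Controls: nicardipine and DMSO wells.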
Mcl1-Bid inh: Mcl-1/Bid interaction inhibition | inhibition, % at 21.7 µM | AID 1021 | TR-FRET Mcl-1/Bid-Dy647 peptide binding, 1536-well | Q07820 | 220,000 tested, 0.97% active;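 active means compounds that cut the binding signal by more than half at the single screening dose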;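 further: His-tagged Mcl-1 with europium anti-His antibody binding Bid BH3 peptide; 0% = Mcl-1 plus peptide wells and 100% = peptide-only wells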
* hit, by the source's call; ? = inconclusive; · = not tested or not shown.

SMILES	RGS4-Gao reg	ABCB1 block	GSH fluor	RGS7-Gao	Avidin fluor	Mcl1 Noxa PPI	Bim-Mcl-1	Pf gamet viab	RGS8-Gao	ABCG2 inh	Mcl1-Bid inh
CCCCOC(=O)Nc1cc(C)c(Cl)cc1OC	102	0.3	5	101	9	-5	2	-26	100	2	-16
COc1ccc(Nc2nc(NC(C)(C)C)nc(N3CCOCC3)n2)c(OC)c1	99	1.0	15	99	12	20	1	-13	101	10	-7
CC(C)N(C(=O)CO/N=C/c1cccc([N+](=O)[O-])c1)C(C)C	108	-0.5	15	101	9	10	-2	22	106	19	-11
CCOc1ccc(-n2c(N)c(C(=O)NCC3CCCO3)sc2=S)cc1 (stereo unspecified)	102	1.0	29	136	12	-2	-8	·	86	3	0
O=C1C=Cc2ccccc2/C1=C/c1[nH]c(=O)[nH]c1O	99	·	·	?	7	60*	·	·	99	·	-30
NC(=O)CNC(=O)[C@@H]1CC2(CC(c3ccc(Cl)cc3)=NO2)CN1C(=O)c1ccccc1 (stereo partly specified)	103	0.1	9	99	10	2	-1	·	101	1	-13
O=C(C1CCN(S(=O)(=O)c2cccc3cccnc23)CC1)N1CCN(C2CCCCC2)CC1	102	0.6	14	105	27	10	-4	·	102	4	-5
Cn1nc(C(F)(F)F)c2cc(C(=O)Nc3ccc(C(F)(F)F)cc3)sc21	102	·	·	?	7	-14	·	-15	103	·	-11
CCc1nc2n(n1)C(O)c1cc([N+](=O)[O-])ccc1S2 (stereo unspecified)	96	·	·	?	5	23	·	17	98	·	30
O=C(COC(=O)/C=C/c1ccc(F)cc1)Nc1cc(C(F)(F)F)ccc1N1CCOCC1	98	2.9	11	99	5	0	-1	1	100	48	-4
COc1ccc(C(c2sc3nc(C)nn3c2O)N2CCCCC2)cc1 (stereo unspecified)	102	1.6	15	98	24	8	-4	·	99	8	-7
COc1cccc(CSc2nc3cc4c(cc3cc2C)OCCO4)c1	105	0.8	5	103	14	0	-1	·	102	5	-11
Cc1ccccc1NC(=O)NC1CCCCC1C (stereo unspecified)	97	1.0	20	93	8	12	-2	-3	96	8	-37
Cn1c(=O)[nH]c(=O)c2c1nc(SCC(O)CO)n2Cc1ccccc1Cl (stereo unspecified)	102	0.2	12	105	14	14	14	-30	104	-1	1
CC(=O)c1cccc(NC(=O)C2CCCN(S(C)(=O)=O)C2)c1 (stereo unspecified)	101	0.0	8	101	7	-2	-1	-3	99	0	-27
CSC(=NCc1ccc(F)cc1)NS(=O)(=O)c1cccs1	102	-0.9	14	105	12	0	11	-6	116	-4	-8
COc1ccc(C(=O)c2sc3nc(-c4ccccc4)ccc3c2N)cc1	97	7.2	5	96	9	29	5	·	90	11	-55
Cc1ccc(O)c(CNc2ccc(S(=O)(=O)Nc3nccs3)cc2)c1	96	·	·	?	9	18	·	-26	99	·	-75
COC(C(=O)Nc1ccc(C(C)=O)cc1)c1ccccc1 (stereo unspecified)	95	0.6	6	96	0	8	-4	3	93	3	-24
Clc1ccc2c(NCc3ccco3)ncnc2c1	138	0.8	19	121	15	3	3	4	117	5	-35
COCCCNC(=O)c1ccc(NC(C)=O)cc1	95	0.5	19	102	25	2	0	-27	100	2	-3
Cc1nnc(SCCCn2c(N3CCCCC3)nc3c2c(=O)[nH]c(=O)n3C)s1	90	0.2	18	83	6	-29	-2	·	70	1	-36
COc1cccc(SCC2CSc3nc4ccccc4c(=O)n32)c1 (stereo unspecified)	99	0.1	11	97	10	-2	-2	1	99	13	-25
Cc1[nH]c(=O)[nH]c(=O)c1S(=O)(=O)N1CCCC(C(=O)N2CCC(Cc3ccccc3)CC2)C1 (stereo unspecified)	99	1.0	20	108	8	7	-5	·	100	1	-14
Cc1ccc(C)c(N/N=C2\CCCNC2=O)c1	102	0.1	3	101	15	8	-7	·	100	-1	-53
Following part:
SMILES	RGS4-Gao reg	ABCB1 block	GSH fluor	RGS7-Gao	Avidin fluor	Mcl1 Noxa PPI	Bim-Mcl-1	Pf gamet viab	RGS8-Gao	ABCG2 inh	Mcl1-Bid inh
COc1cccc(NC(=O)CN(C)C(=O)/C=C/c2cc(OC)ccc2OC)c1	99	0.9	10	100	17	17	-2	-13	101	2	2
Cc1[nH]c2ccccc2c1/C=N/NS(=O)(=O)c1ccccc1	103	-0.1	17	98	12	13	0	-3	102	2	-22
COc1ccccc1N(Cc1cc(=O)[nH]c2ccccc12)C(=O)c1ccccc1	91	·	·	?	9	-13	·	-23	97	·	-24
CCn1cnc2c(cnn2-c2ccccc2)c1=O	100	0.2	15	98	38	5	0	-13	98	1	-7
c1ccc(Cn2cc(CNc3ccccc3)nn2)cc1	99	·	·	?	9	9	·	1	100	·	-140
Cc1ccc(CN2CCCNC2=O)cc1	92	-0.2	35	92	1	-13	-8	·	82	-1	-4
COc1ccc([N+](=O)[O-])cc1N(CC(=O)NCc1ccco1)S(C)(=O)=O	100	1.0	16	?	8	8	0	-2	100	3	-20
CCCSc1nc(N2CCCC2)c2c(c1C#N)CC(C)(C)OC2	99	0.8	12	103	34	15	-1	-18	101	5	-8
COc1ccccc1-c1cc(C(=O)N/N=C/c2cccs2)c2ccccc2n1	100	0.2	35	99	14	-6	-3	·	101	28	-22
CC1CCCCC1NC(=O)Cn1nc(-c2ccccc2)ccc1=O (stereo unspecified)	99	0.6	32	99	16	27	-7	11	106	3	-4
COc1ccc(NC(=O)Nc2ccccc2SC)cc1OC	99	1.0	22	100	4	8	-1	-18	100	20	-6
CCc1ccc(-c2cc(C(=O)NN3CCN(C)CC3)c3ccccc3n2)cc1	102	1.8	7	97	4	10	-3	22	101	2	-38
O=C(Nc1ccc([N+](=O)[O-])cc1)Nc1ccc(OC(F)F)c(Cl)c1	95	27	12	95	3	52*	-3	-5	99	86*	6
Cc1cc(NC(=O)Cn2cnc3c(nnn3-c3ccc(C)c(Cl)c3)c2=O)no1	97	0.0	9	100	10	-114	1	-9	99	3	-8
CCC(C)NC(=O)/C=C/c1cccs1 (stereo unspecified)	100	0.6	5	99	13	-7	-5	3	101	4	-23
CC1CC(C)(C)NC(=S)S1 (stereo unspecified)	97	0.1	14	105	33	7	-5	·	96	1	-33
O=C(CC1Sc2ccccc2NC1=O)NNC(=O)Nc1ccc(Cl)cc1 (stereo unspecified)	100	·	·	?	8	-14	·	24	100	·	-8
COCCN1C=C(C(=O)OC)C(c2ccccc2C(F)(F)F)C(C(=O)OC)=C1	106	0.7	30	106	13	-13	-7	16	105	-1	-32
CCCCc1ccc(NC(=O)COc2ccc(C(=O)Nc3ccccc3OC)cc2)cc1	96	1.4	8	95	8	15	0	-29	85	33	-22
Cc1c2c(n3c(nc4ccccc43)c1C#N)N(c1ccccc1)CC2	91	4.4	10	94	11	24	-1	·	100	16	21
Cc1cccc(NC(=O)c2nc[nH]c2C(=O)Nc2cccc(C)c2)c1	94	-0.3	13	89	14	0	-6	·	98	18	-9
CCCc1cc(C(=O)NCc2cccnc2)no1	76	0.1	25	84	2	10	-4	·	75	0	-19
Cc1cccc(NC(=O)Cn2nnc(-c3ccc(CN4CCCC4)cc3)n2)c1C	98	0.8	11	99	10	15	-3	9	102	9	-6
O=C(Cn1cnc2ccccc21)N1CCc2ccccc21	99	-0.1	22	103	7	3	0	18	100	5	-5
O=C1NCCC/C1=N/Nc1cc(F)ccc1F	104	·	·	?	6	8	·	10	106	·	-24

Another view of some results above:
compound,RGS4-Gao reg,ABCB1 block,GSH fluor,RGS7-Gao,Avidin fluor,Mcl1 Noxa PPI,Bim-Mcl-1,Pf gamet viab,RGS8-Gao,ABCG2 inh,Mcl1-Bid inh
CCCc1cc(C(=O)NCc2cccnc2)no1,76,0.1,25,84,2,10,-4,·,75,0,-19
CC1CC(C)(C)NC(=S)S1 (stereo unspecified),97,0.1,14,105,33,7,-5,·,96,1,-33

Filtered by structure: the entries above with a cyano group.
SMILES	RGS4-Gao reg	ABCB1 block	GSH fluor	RGS7-Gao	Avidin fluor	Mcl1 Noxa PPI	Bim-Mcl-1	Pf gamet viab	RGS8-Gao	ABCG2 inh	Mcl1-Bid inh
CCCSc1nc(N2CCCC2)c2c(c1C#N)CC(C)(C)OC2	99	0.8	12	103	34	15	-1	-18	101	5	-8
Cc1c2c(n3c(nc4ccccc43)c1C#N)N(c1ccccc1)CC2	91	4.4	10	94	11	24	-1	·	100	16	21

Next section.
SMILES	RGS4-Gao reg	ABCB1 block	GSH fluor	RGS7-Gao	Avidin fluor	Mcl1 Noxa PPI	Bim-Mcl-1	Pf gamet viab	RGS8-Gao	ABCG2 inh	Mcl1-Bid inh
CC(C)c1ccc2oc(=O)cc(CN3CCN(c4ccccc4)CC3)c2c1	91	0.8	23	94	14	-26	-1	·	99	1	-16
CCOC(=O)c1ccc(NC(=O)C(=O)NCc2ccccn2)cc1	96	0.7	23	84	6	-3	-3	7	93	4	-8
O=C(/C=C/c1ccc(O)c(O)c1)O[C@H](Cc1ccc(O)c(O)c1)C(=O)O	88	·	·	?	6	93*	·	·	73	·	-105
CCCCS/C(=C(/C#N)C(N)=O)c1cc2c([nH]1)CCCC2	104	2.0	26	100	10	9	-4	11	99	26	-12
N#CCCNc1c(Cl)cc(Cl)cc1C(=O)O	101	0.1	25	105	8	14	1	7	97	0	-3
CC1CCc2sc(C(=O)OCC(=O)NC(N)=O)cc2C1 (stereo unspecified)	94	·	·	?	5	-7	·	2	97	·	-12
CC(C)(C)Nc1c([N+](=O)[O-])c(=O)sc2ccccc12	102	-0.6	25	101	9	10	4	·	101	3	-5
CCC1(O)c2ccccc2-c2ncccc21 (stereo unspecified)	99	-0.5	19	97	6	-11	-2	·	100	0	-12
O=C(COC(=O)/C=C/c1ccc([N+](=O)[O-])cc1)NCc1ccc2c(c1)OCO2	104	·	·	?	6	-21	·	14	102	·	-28
Cc1ccc(C)c(CSCC(=O)NCc2cccs2)c1	102	0.5	7	105	26	-3	0	·	101	3	-26
Cc1ccc2oc(=O)c(/C=C(\O)c3ccco3)nc2c1	95	·	·	?	6	-19	·	20	100	·	-9
Cc1cc(C(=O)CSC(C)c2nc3ccccc3c(=O)[nH]2)c(C)n1C (stereo unspecified)	110	0.9	64	107	6	30	-1	·	103	1	-14
COc1ccc(F)cc1C(=O)C1CCCN(Cc2c(C)n(C)n(-c3ccccc3)c2=O)C1 (stereo unspecified)	100	0.3	8	100	9	-25	0	8	103	1	-1
COc1ccc(C(=O)NCC(=O)OCc2cccc(Br)c2)cc1	103	0.2	9	104	10	-5	1	-4	102	1	-17
CC(=O)ON1C(C)(C)CC(OC(=O)c2ccccc2)CC1(C)C	101	0.3	81	98	11	9	0	·	98	1	-29
O=C(O)CSC1c2ccccc2C(=O)N1Cc1ccccc1 (stereo unspecified)	100	0.1	19	97	7	-7	0	·	100	0	0
O=C(COC(=O)C1CCCCC1)Nc1ccc(S(=O)(=O)N2CCOCC2)cc1	103	-0.1	18	102	25	-1	0	-10	105	0	-1

Random draw from the library, and some 3.3% of all compounds hit somewhere here.
